Source: PubChem BioAssay
CSM14.1 death rescue = rescue of cells from ER stress-induced death, primary screen, 384-well, CSM14.1, thapsigargin, ATP luminescence (AID 1222); CSM14.1 thapsigargin-induced death rescue, ATP luminescence; higher % means a stronger effect; one-dose cellular ATP content (survival), % at 20 µM; EC50 in µM for titrated hits; 190,000 tested, under 10 active;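 active = EC50 below 50 µM in the dose-response confirmation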;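 also: death triggered by thapsigargin at about 15 µM added after 2 h compound pretreatment; cell ATP read after overnight thapsigargin exposure of roughly 18 to 22 hours; normalized against plate controls of thapsigargin alone and 5% DMSO vehicle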
Dynein transport = blocks dynein driven cargo transport along microtubules; 3617.4 mouse cells, GR-EGFP nuclear translocation imaging; test concentration mostly 20 µM; stimulated with dexamethasone, 1 µM; active compounds read low; z-score, hits read low; hit rate 0.47% among 220,000;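 active = plate z-score of nuclear minus cytoplasmic receptor signal below a set negative limit, without overly bright fluorescence or cell loss, cut at about -3.5 in these data, passing the limit was not always enough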;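 also: z-score of nuclear minus cytoplasmic ring GR-EGFP intensity difference per well; some compounds called inactive have numbers as strong as hits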
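Buffer or medium: Induction medium lacking tetracycline, stripped serum | Also added: Dexamethasone agonist, 1.0 µM final, for 30 min | Timing: 48 h induction, 1 h compound, 30 min dex at 37 °C | Detection: Formaldehyde fixation, Hoechst nuclear stain, 10x automated fluorescence imaging | Measure: Nuclear versus cytoplasmic GR-EGFP signal, averaged per well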
Autophagy HCS = modulators of autophagy | MEF GFP-LC3 puncta imaging; test concentration mostly 10 µM | calls only at 10 µM (by protocol) | hit rate 0.98% among 190,000 | AID 463193;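 active = percentage of spot-positive cells more than 3 SD above its plate mean, without a fluorescence outlier flag or 80% toxicity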;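 also: spot-positive cell cutoff set from DMSO-treated cells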
Salmonella PhoP GFP = PhoP-dependent GFP reporter repression – Salmonella Typhimurium, primary screen (AID 1863) | S. Typhimurium PhoP-regulated promoter GFP reporter, 4 h; higher % means a stronger effect | one-dose inhibition, % at 50 µM; IC50 in µM for titrated hits | hit rate 0.16% among 300,000;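 active = inhibition over 29.93%, a cutoff 3 SD above the screen mean, later confirmed by dose response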;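 also: 0% = low Mg2+ inducing control and 100% = high Mg2+ repressing control; strong numbers were not always called active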
Hep lipid drop = hepatic lipid droplet formation modulation | inhibition, % at 6.5 µM | hit rate 0.4% among 240,000 | AML12 mouse hepatocytes, oleate lipid droplets, BODIPY imaging | AID 1656;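 active = lipid droplet intensity inhibited by at least 50%, with more than 500 cells counted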
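Test system: AML12 hepatocytes (mouse); reagent: oleate loading, 100 µM; dosing: one dose, 6.5 µM compound; incubation: overnight exposure; signal: fluorescence imaging, 20x objective, two fields per well; read-out basis: % inhibition of corrected integrated BODIPY droplet signal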
Ins promoter up = MIN6 insulin promoter up-regulation | z-score at 5 µM | hit rate 0.3% among 190,000 | AID 1625 | MIN6 insulin promoter-GFP reporter, high-content imaging; active compounds read high;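 active = z-score above 3 at 5 µM with at least 500 cells counted in the well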
b-catenin transl = beta-catenin nuclear translocation modulation | HeLa beta-catenin nuclear translocation, immunofluorescence imaging | nuclear translocation activity, % at 5 µM | hit rate 0.3% among 190,000;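 active = nuclear translocation activity above 50% at 5 µM, with a well cell count of 50 or more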;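 also: per-cell ratio of nuclear to cytoplasmic median beta-catenin stain intensity; plate controls were DMSO negative control for no effect and GSK-3 inhibitor IX positive control for full effect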
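Read-out: Nuclear/cytoplasmic beta-catenin signal ratio, % activation | Assay system: Human HeLa cell line | Times: 24 h compound exposure at 37°C, 5% CO2 | Signal: Fluorescence imaging of beta-catenin antibody stain plus DAPI | Dosing: 5 µM primary, 0.02–20 µM confirmation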
MT stabilize HCS = microtubule stabilization, imaging screen | HeLa tubulin immunostaining HCS, 24 h; share of cells brighter than vehicle mean+2SD | % tubulin-high responders, % at 10 µM | hit rate 0.83% among 200,000 | AID 2205;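 active = plate Z-score above 3 for both tubulin-high and condensed-nucleus cell shares, with cell loss under 80%, at 10 µM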;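 also: anti alpha tubulin signal scored within the nucleus-defined area of each cell; some results filed as inactive read as strong as hits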
T cell HTS = T cell immune modulation candidate | hit rate 0.068% among 330,000 | 2C CD8+ T cell-vesicle binding, flow cytometry; active compounds read low | calls only at 7 µM;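 active = response, share of CD8 T cells binding vesicles, and their 90th percentile fluorescence all below set limits, cut at about 80% in these data, passing the limit was not always enough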
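Material: murine 2C transgenic CD8+ T lymphocytes / Also added: QL9-peptide-loaded Drosophila micro-vesicles bearing Ld, ICAM-1 and B7-1 / Schedule: binding step 1.5 h, 37 °C, antibody labelling 20 min, ice / Signal: flow cytometry, PE anti-B7-1 (FL2) versus Alexa647 anti-CD8 (FL8), PFA-fixed / Evaluation: percent CD8+ FL2 mean versus row control / Benchmarks: naked versus QL9-loaded vesicles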
Dynein transport cytoplasmic EGFP = recorded beside Dynein transport, whose call it bears; z-score; measured here: cytoplasmic GR-EGFP intensity; active compounds read high
Dynein transport nuclear GR-EGFP = further read-out of Dynein transport, marked with its call; z-score; measured here: nuclear GR-EGFP intensity;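 lower value marks the stronger effect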
Dynein transport cell count = also measured in Dynein transport; calls as there; z-score; measured here: cell count per field
Ins promoter up cell count = also measured in Ins promoter up; calls as there; cell count; measured here: cytotoxicity, nuclei count;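 total cells summed across four imaged fields per well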
Hep lipid drop cells 6.5 µM = also measured in Hep lipid drop; calls as there; cell count; measured here: cell count, cytotoxicity flag;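 cells counted across two imaged fields per well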
b-catenin transl cell count 5 µM = further read-out of b-catenin transl, marked with its call; cell count; measured here: cell count, cytotoxicity flag
T cell HTS vesicle-bound % = further read-out of T cell HTS, marked with its call; double positive events, %; measured here: CD8+ vesicle-bound cell fraction;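 binding gate set so that unloaded-vesicle control wells show 10% double positive cells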
MT stabilize HCS Hoechst-high % = further read-out of MT stabilize HCS, marked with its call; % Hoechst-high responders; measured here: nuclear condensation Hoechst responders;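 share of cells brighter than vehicle mean plus two SD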
MT stabilize HCS cytotoxicity % = recorded beside MT stabilize HCS, whose call it bears; toxicity, %; measured here: cytotoxicity by cell density;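 0% = mean cell density of plate MIN control wells and 100% = no cells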
Autophagy HCS cell loss 18 h = recorded beside Autophagy HCS, whose call it bears; toxicity, %; measured here: cell loss, nuclei count;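 cell loss after 18 h compound exposure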
* marks the source's active call; other numbers are inactive results; i = inactive; . = no result given.

No.	canonical_smiles	CSM14.1 death rescue	Dynein transport	Dynein transport cytoplasmic EGFP	Dynein transport nuclear GR-EGFP	Dynein transport cell count	Autophagy HCS	Autophagy HCS cell loss 18 h	Salmonella PhoP GFP	Hep lipid drop	Hep lipid drop cells 6.5 µM	Ins promoter up	Ins promoter up cell count	b-catenin transl	b-catenin transl cell count 5 µM	MT stabilize HCS	MT stabilize HCS Hoechst-high %	MT stabilize HCS cytotoxicity %	T cell HTS	T cell HTS vesicle-bound %
1	COc1ccccc1C(=O)NNC(=O)CCCN1C(=O)/C(=C/c2cccs2)SC1=S	-2.7%	-2.5	6	-0.3	-0.28	i	0	2%	-2	603	0.01	1092	2.9	886	1.2	4.0	7.2	i	43
2	O=C(c1cccc(Cl)c1)N1CCN(C2CCCCCC2)CC1	-1.4%	-0.75	-0.072	-0.32	0.99	i	-13	-6%	.	.	0.07	1198	-1.9	991	1.6	2.5	8.5	i	37
3	CCOC(=O)CNC(=O)c1cccnc1	1.1%	0.38	-0.21	-0.79	-0.91	i	-3	-3%	.	.	0.39	1616	-0.8	1323	3.1	1.7	2.3	i	48
4	CCCc1ccc(C#N)c(SC2CC(=O)N(c3ccc(OC)cc3)C2=O)n1 (stereo unspecified)	1.0%	-1.2	-0.24	-0.43	0.95	i	-10	.	6	744	-0.1	1556	0.8	938	2.2	1.0	6.1	i	39
5	CCOC(=O)C1C2C=CC3(CN(c4ccc(Cl)c(F)c4)C(=O)C13)O2 (stereo unspecified)	2.0%	0.5	-0.049	0.66	-1.1	.	.	-5%	-14	839	-0.52	1238	-1.7	1181	1.0	3.2	8.3	i	40
6	COC(=O)COc1ccc(S(=O)(=O)Nc2ccc3c(c2)OCO3)cc1Cl	-2.2%	0.32	-0.06	0.22	-0.52	i	-6	12%	8	706	-0.05	1207	.	.	4.8	2.3	1.8	i	7
7	COc1ccccc1OCC(=O)Nc1ccccn1	-5.5%	-1.3	-0.21	-0.55	2.1	i	6	-15%	.	.	0.35	1461	-2.5	1213	3.7	2.3	1.9	i	40
8	COc1ccc2[nH]cc(CCN3C(=O)CCC3=O)c2c1	1.3%	0.071	-0.15	-0.15	0.71	i	-37	9%	-62	631	-5.1	539	.	.	2.2	2.1	6.3	i	60
9	CCC(OC(=O)c1cccs1)C(=O)NCc1ccc2c(c1)OCO2 (stereo unspecified)	-2.6%	-0.13	-0.26	-0.2	0.012	i	-6	13%	-14	639	0.29	1258	.	.	2.8	2.9	4.9	i	44
10	O=C(c1cc2c(s1)CCCC2)N1CCN(Cc2ccc3c(c2)OCO3)CC1	8.1%	0.092	-0.32	0.068	0.07	i	1	14%	.	.	-2.9	771	-2.1	1009	3.0	3.2	7.7	i	56
11	COC(=O)c1ccccc1NC(=O)Nc1ccc(Br)cn1	1.3%	-1.7	-0.14	-0.97	0.3	i	17	8%	-1	600	.	.	1.2	1485	3.7	2.6	2.8	i	13
12	COC(=O)c1[nH]c(C)c(/C(O)=C2\C(=O)C(=O)N(CCCN3CCOCC3)C2c2ccccn2)c1C (stereo unspecified)	-3.6%	-1.1	-0.26	-0.32	0.34	i	1	-3%	-2	690	0.81	1334	.	.	2.6	2.0	18	i	57
13	N=C1C(c2ccc(Br)cc2)=C(O)C2CCc3ccccc3N12 (stereo unspecified)	3.1%	1.8	-0.21	0.41	-0.53	i	-2	-2%	.	.	-0.85	1106	-1.4	879	3.9	1.0	4.0	i	37
14	O=C(NN=C1CCN(Cc2ccccc2)CC1)C(O)c1ccccc1 (stereo unspecified)	1.4%	-0.73	-0.24	-0.43	0.3	i	-22	-7%	20	619	0.05	1346	-0.7	571	3.5	2.2	6.7	i	27
15	Cc1nn(-c2ccccc2)c(Cl)c1/C=C(\C#N)C(=O)NC(C)C	-1.4%	-0.85	-0.14	-0.35	0.22	i	-4	4%	9	799	0.11	1061	-1.7	434	5.8	2.2	0.6	i	40
16	O=C(O)CCCCCN1C(=O)c2ccc(C(=O)O)cc2C1=O	-1.2%	-0.17	-0.35	-0.073	-0.24	i	10	29%	.	.	0.74	1033	.	.	2.2	1.8	4.9	i	37
17	CCCc1cc(=O)n(-c2nc3ccccc3s2)[nH]1	.	0.39	-0.21	0.17	0.012	.	.	-7%	-28	692	0.04	1001	0.2	1251	.	.	.	i	8
18	Cc1ccc2c(c1)C(=O)OC1(O)C3C4C=CC(C4)C3C(=O)N21 (stereo unspecified)	.	-0.58	-0.1	0.28	0.51	.	.	.	11	713	-0.11	1051	-1.3	1321	.	.	.	i	19
19	O=C(Nc1ccc(F)cc1F)N1CCN(CCc2ccccc2)CC1	.	-0.22	-0.23	0.39	0.49	.	.	-10%	5	702	-0.79	1023	-1.5	1309	.	.	.	i	58
20	COc1cc(OC)c(C(=O)NC2CC(C)(C)NC(C)(C)C2)cc1OC	-0.9%	-0.27	-0.23	0.15	1.2	i	-10	5%	-1	647	-0.21	1776	-0.2	1112	2.6	2.1	27	i	31

(further entries)
No.	canonical_smiles	CSM14.1 death rescue	Dynein transport	Dynein transport cytoplasmic EGFP	Dynein transport nuclear GR-EGFP	Dynein transport cell count	Autophagy HCS	Autophagy HCS cell loss 18 h	Salmonella PhoP GFP	Hep lipid drop	Hep lipid drop cells 6.5 µM	Ins promoter up	Ins promoter up cell count	b-catenin transl	b-catenin transl cell count 5 µM	MT stabilize HCS	MT stabilize HCS Hoechst-high %	MT stabilize HCS cytotoxicity %	T cell HTS	T cell HTS vesicle-bound %
21	CCOC(=O)C(NC(=O)Nc1ccc(F)cc1F)(Oc1ccccc1)C(F)(F)F (stereo unspecified)	2.0%	0.071	-0.26	0.24	0.36	i	4	-9%	14	723	0.04	1337	-1.0	947	1.7	2.2	3.7	i	0
22	Cc1ccc2[nH]c(O)c(N=NC(=O)C(C)n3cnc4ccccc4c3=O)c2c1 (stereo unspecified)	0.4%	-0.17	-0.25	0.067	0.58	i	2	4%	-10	519	0.26	1102	2.1	949	2.1	1.7	11	i	44
23	CCCc1nc(SCC(=O)c2ccc(F)cc2)c2ccccc2n1	-0.2%	-1.2	-0.23	-0.59	0.85	i	5	-3%	-99	721	0.58	1277	0.0	1125	2.9	2.4	11	i	2
24	Cc1ccc(C(=O)CCNc2ccc(Br)cc2)o1	0.3%	-0.23	-0.23	-0.1	0.65	i	-2	2%	-17	691	-1.1	1196	-0.7	1255	4.4	2.4	3.6	i	58
25	C=CCn1c(SCC(=O)Nc2ccccc2-c2ccccc2)nc2cc(C(=O)O)ccc2c1=O	-1.2%	1.4	-0.24	1.3	-0.039	i	-8	2%	14	710	0.52	1272	-4.6	1099	5.3	2.9	7.8	i	30
26	Cc1ccc(C2=NN(C)c3nc4ccccc4n3C2)cc1	-0.3%	-0.31	-0.14	0.17	0.14	i	0	-1%	2	738	-1.6	1031	.	.	1.5	1.6	11	i	53
27	CCOC(=O)C1CCCN(c2c(NCc3ccco3)c(=O)c2=O)C1 (stereo unspecified)	-3.5%	-0.093	-0.15	0.19	0.37	i	18	-5%	19	615	-0.48	1907	-0.1	1140	4.0	1.6	5.7	i	45
28	CCOc1ccccc1NC(=O)c1cc(CC(C)C)oc1C	-0.8%	0.033	-0.24	0.18	-0.8	i	-2	-2%	-20	720	-0.01	1896	-3.5	1108	11	11	97	i	21
29	CCOc1ccc2nc(SCc3ccc(F)cc3)sc2c1	-1.2%	-0.11	0.27	0.086	0.48	i	21	5%	-2	580	-0.53	1237	0.5	807	2.8	2.4	2.8	i	33
30	CCOC(=S)SCC(=O)N1CCc2ccccc2C1C1C(=O)CC(C)(C)CC1=O (stereo unspecified)	-1.2%	-0.66	-0.27	-0.53	0.77	i	16	-17%	-3	620	-0.05	1453	-1.9	1086	5.4	3.7	7.2	i	58
31	O=S(=O)(c1ccccc1)c1nc(-c2ccco2)oc1NCc1ccco1	.	-0.27	-0.2	-0.16	0.38	i	-7	-9%	-4	694	-0.32	1231	.	.	2.2	1.3	2.6	i	27
32	O=C(NNC(=S)NCc1ccco1)c1ccc(Cl)s1	-2.4%	-0.4	-0.19	-0.28	0.052	i	5	4%	.	.	-0.44	1196	4.2	1296	1.5	1.3	6.0	i	10
33	COc1ccc(CNc2ccc(C(=O)O)cc2)cc1	0.9%	-0.64	-0.2	-0.052	0.032	i	-2	12%	.	.	-0.8	1517	-2.0	817	1.9	3.5	10	i	24
34	CC(C)CC(=O)NNC(=O)C(C)C	7.5%	-0.42	-0.35	-0.54	0.74	i	-5	-16%	2	649	.	.	-2.2	1001	2.3	3.6	3.7	i	17
35	CC1(C)Nc2ccc(O)cc2-c2c1ssc2=S	-1.1%	1.4	-0.2	0.79	-0.94	i	-4	24%	-14	727	-0.47	802	-3.6	1277	3.7	2.1	5.1	i	56
